# Bioassay records from PubChem BioAssay.
# TcdB GH inh = blocks C. difficile toxin B glycohydrolase activity; TcdB glycohydrolase enzymatic assay, plate reader; inhibition, % at 9.99 µM; P18177; hit rate 0.24% among 350,000; in the data active = inhibition above about 10%
# Target sequence (P18177 whole entry, looked up): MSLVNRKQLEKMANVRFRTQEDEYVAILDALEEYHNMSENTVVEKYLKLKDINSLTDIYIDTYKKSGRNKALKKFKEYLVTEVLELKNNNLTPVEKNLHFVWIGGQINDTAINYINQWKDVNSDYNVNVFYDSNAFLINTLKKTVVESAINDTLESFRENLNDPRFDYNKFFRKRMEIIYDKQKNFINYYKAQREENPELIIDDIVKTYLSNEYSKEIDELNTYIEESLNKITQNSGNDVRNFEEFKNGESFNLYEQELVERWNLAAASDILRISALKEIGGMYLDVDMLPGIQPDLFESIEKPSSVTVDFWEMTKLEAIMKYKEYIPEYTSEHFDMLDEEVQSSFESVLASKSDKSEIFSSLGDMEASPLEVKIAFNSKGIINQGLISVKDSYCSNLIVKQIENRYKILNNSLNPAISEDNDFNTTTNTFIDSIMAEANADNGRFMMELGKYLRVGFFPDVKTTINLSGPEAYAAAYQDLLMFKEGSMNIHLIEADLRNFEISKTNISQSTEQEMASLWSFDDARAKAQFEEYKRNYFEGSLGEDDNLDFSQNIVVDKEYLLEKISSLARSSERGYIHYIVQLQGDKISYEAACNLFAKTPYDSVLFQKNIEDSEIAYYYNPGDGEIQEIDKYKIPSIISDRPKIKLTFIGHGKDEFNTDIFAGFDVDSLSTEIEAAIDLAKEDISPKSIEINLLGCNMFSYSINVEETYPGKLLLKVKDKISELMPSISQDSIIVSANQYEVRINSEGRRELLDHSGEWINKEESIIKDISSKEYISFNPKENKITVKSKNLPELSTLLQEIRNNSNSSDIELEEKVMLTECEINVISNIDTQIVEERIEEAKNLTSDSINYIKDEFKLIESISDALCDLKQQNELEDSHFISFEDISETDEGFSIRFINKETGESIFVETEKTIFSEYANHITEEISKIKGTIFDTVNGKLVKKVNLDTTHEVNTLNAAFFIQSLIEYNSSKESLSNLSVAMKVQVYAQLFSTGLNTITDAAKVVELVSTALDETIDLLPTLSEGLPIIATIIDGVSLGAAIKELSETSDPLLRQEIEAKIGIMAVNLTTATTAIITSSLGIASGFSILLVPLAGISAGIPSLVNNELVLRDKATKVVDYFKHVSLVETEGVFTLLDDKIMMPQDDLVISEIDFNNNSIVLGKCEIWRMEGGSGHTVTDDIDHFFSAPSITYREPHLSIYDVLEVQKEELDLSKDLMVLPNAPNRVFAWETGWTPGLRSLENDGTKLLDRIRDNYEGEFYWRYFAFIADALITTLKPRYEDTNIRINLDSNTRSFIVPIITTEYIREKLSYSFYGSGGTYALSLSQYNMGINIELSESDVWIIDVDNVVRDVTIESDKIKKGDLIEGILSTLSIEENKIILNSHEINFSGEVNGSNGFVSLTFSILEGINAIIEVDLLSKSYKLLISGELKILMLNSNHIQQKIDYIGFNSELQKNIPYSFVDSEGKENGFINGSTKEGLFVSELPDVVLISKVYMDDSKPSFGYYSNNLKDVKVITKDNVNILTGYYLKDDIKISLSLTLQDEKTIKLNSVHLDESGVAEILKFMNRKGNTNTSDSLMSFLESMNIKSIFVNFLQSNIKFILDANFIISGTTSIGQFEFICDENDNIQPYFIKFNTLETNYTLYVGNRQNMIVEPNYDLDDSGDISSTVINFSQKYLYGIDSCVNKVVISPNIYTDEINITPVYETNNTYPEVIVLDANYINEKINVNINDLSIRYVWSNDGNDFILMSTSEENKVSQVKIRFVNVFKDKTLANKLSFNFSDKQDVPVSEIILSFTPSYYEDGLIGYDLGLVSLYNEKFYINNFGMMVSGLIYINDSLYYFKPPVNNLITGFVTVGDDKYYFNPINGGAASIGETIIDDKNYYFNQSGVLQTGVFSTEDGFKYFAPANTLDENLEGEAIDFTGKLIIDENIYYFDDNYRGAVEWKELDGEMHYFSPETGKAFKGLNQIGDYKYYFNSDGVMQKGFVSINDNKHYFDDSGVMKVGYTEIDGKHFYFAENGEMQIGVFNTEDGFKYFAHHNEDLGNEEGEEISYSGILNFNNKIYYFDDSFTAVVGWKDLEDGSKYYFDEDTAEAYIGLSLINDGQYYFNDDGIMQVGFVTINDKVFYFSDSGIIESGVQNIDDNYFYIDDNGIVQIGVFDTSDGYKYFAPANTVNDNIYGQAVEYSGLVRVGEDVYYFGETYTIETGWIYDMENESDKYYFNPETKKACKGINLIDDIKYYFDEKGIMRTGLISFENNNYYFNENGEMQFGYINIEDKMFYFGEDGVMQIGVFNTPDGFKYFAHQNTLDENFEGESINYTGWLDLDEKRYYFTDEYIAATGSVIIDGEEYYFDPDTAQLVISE
# An asterisk follows results filed as active.
SMILES,TcdB GH inh
CCOC(=O)C(Cc1ccc(O)cc1)NC(=O)c1cc2c(cn1)[nH]c1ccccc12 (centres undefined),0.2
COc1ccc2c3c(n(C)c2c1)[C@@H](CO)N(C(=O)c1cccc(F)c1)CC31CN(CC2CC2)C1,1.1
COC(=O)C1=C(C)N(Cc2ccc(F)cc2)C(=S)NC1c1cccc(F)c1 (centres undefined),-0.5
C[C@@H]1CCCCO[C@@H](CN(C)C(=O)Nc2ccc(C(F)(F)F)cc2)[C@@H](C)CN([C@H](C)CO)C(=O)c2cc(NS(=O)(=O)c3cccs3)ccc2O1,-0.4
COc1ccc2c3c(n(C)c2c1)[C@H](CO)N(C(=O)Nc1ccc(F)cc1)CC31CN(C(=O)c2ccccc2F)C1,0.6
COCC(=O)Nc1ccc2c(c1)OC[C@@H](C)N(C(=O)CC1CC1)C[C@H](C)[C@H](OC)CN(C)C2=O,-0.1
COc1ccc2c3c([nH]c2c1)[C@@H](CO)N(C(=O)c1ccncc1)CC31CCN(C(=O)Nc2cccc(F)c2)CC1,0.4
C[C@@H]1CN([C@H](C)CO)C(=O)Cc2cc(NC(=O)C3CCCCC3)ccc2O[C@H]1CN(C)Cc1ccc(C(=O)Nc2ccccc2N)cc1,0.1
COc1ccc(C(=O)N(c2c(C)cccc2C)C(COC(C)=O)COC(C)=O)cc1,1.0
COCC(=O)N1[C@@H](C#N)[C@@H](c2ccccc2C2=CCCC2)[C@@H]1CO,-6.7
C[C@@H]1C=CCCO[C@]12C(=O)N(Cc1ccccc1C(F)(F)F)c1cccc(Br)c12,0.4
COc1ccc2c3c([nH]c2c1)[C@H](CO)N(Cc1nccs1)CC31CCN(Cc2ccncc2)CC1,1.5
O=C(NCc1ccccc1)[C@@H]1CCCN1C(=O)[C@H]1CCCN1C(=O)c1ccc(F)cc1F,0.7
COc1ccc2c3c([nH]c2c1)[C@H](CO)N(C(=O)C1CCCCC1)CC31CN(S(C)(=O)=O)C1,0.1
O=C(Cc1ccccc1)N1CC2(C1)[C@@H](c1ccccc1)[C@H](CO)N2C(=O)Cc1ccccc1,-0.7
CNC[C@@H]1Oc2ccc(N(C)C)cc2C(=O)N([C@@H](C)CO)C[C@H]1C,-3.3
CN1CCCCC(NC(=O)c2cccc(C(F)(F)F)c2)C1=O (centres undefined),1.6
Cc1ccccc1S(=O)(=O)N1[C@@H]2CNC[C@H]1C2c1ccc(-c2cccnc2)cc1 (some centres undefined),-1.2
Cc1ccc(S(=O)(=O)NCC2CCN(C(=O)C(=O)c3cccs3)CC2)cc1,0.8
CCCCn1nnnc1C(c1cc2ccccc2o1)N1CCN(c2ccncc2)CC1 (centres undefined),0.6
COc1cccc(CN2CCC3(CC2)CN(C(=O)C2CC2)[C@H](CO)c2c3c3ccc(OC)cc3n2C)c1,0.0
CN(C)C(=O)[C@@H]1[C@@H](CO)[C@@H]2Cn3c(ccc(C4=CCCCC4)c3=O)[C@H]1N2CC1CC1,0.6
CCS(=O)(=O)N1CCC2(CC1)CN(C(=O)Cc1ccccn1)[C@H](CO)c1[nH]c3cc(OC)ccc3c12,4.4
OC[C@H]1Nc2ccc(-c3cccc(F)c3)cc2[C@@H]2[C@H]1CCN2Cc1ccc(F)cc1,-16
O=C(Nc1ccc(F)cc1)N1CC(=O)N2[C@H](CO)[C@H](c3ccc(Br)cc3)[C@H]2C1,1.2
O=C(c1cccc(F)c1)N1CC(=O)N2[C@H](C1)[C@H](c1ccc(-c3cccnc3)cc1)[C@@H]2CO,0.8
CCC(=O)N1CC(=O)N2[C@@H](CO)[C@@H](c3ccc(-c4cccnc4)cc3)[C@@H]2C1,-4.5
COc1ccc2c3c([nH]c2c1)[C@@H](CO)N(C(=O)Nc1ccc(F)cc1)CC31CCN(C(=O)Cc2ccccc2)CC1,-0.2
COc1ccc2c3c(n(C)c2c1)[C@@H](CO)N(C(=O)C1CC1)CC31CN(C)C1,0.5
O=S1(=O)CC(N2CC=CC2)CN1Cc1cn(Cc2cccc(Cl)c2)nn1 (centres undefined),-1.2

# 13 of these compounds, reformatted:
SMILES	TcdB GH inh
O=C(Cc1ccccc1)N1CC2(C1)[C@@H](c1ccccc1)[C@H](CO)N2C(=O)Cc1ccccc1	-0.7
CNC[C@@H]1Oc2ccc(N(C)C)cc2C(=O)N([C@@H](C)CO)C[C@H]1C	-3.3
CN1CCCCC(NC(=O)c2cccc(C(F)(F)F)c2)C1=O (centres undefined)	1.6
Cc1ccccc1S(=O)(=O)N1[C@@H]2CNC[C@H]1C2c1ccc(-c2cccnc2)cc1 (some centres undefined)	-1.2
Cc1ccc(S(=O)(=O)NCC2CCN(C(=O)C(=O)c3cccs3)CC2)cc1	0.8
CCCCn1nnnc1C(c1cc2ccccc2o1)N1CCN(c2ccncc2)CC1 (centres undefined)	0.6
COc1cccc(CN2CCC3(CC2)CN(C(=O)C2CC2)[C@H](CO)c2c3c3ccc(OC)cc3n2C)c1	0.0
CN(C)C(=O)[C@@H]1[C@@H](CO)[C@@H]2Cn3c(ccc(C4=CCCCC4)c3=O)[C@H]1N2CC1CC1	0.6
CCS(=O)(=O)N1CCC2(CC1)CN(C(=O)Cc1ccccn1)[C@H](CO)c1[nH]c3cc(OC)ccc3c12	4.4
OC[C@H]1Nc2ccc(-c3cccc(F)c3)cc2[C@@H]2[C@H]1CCN2Cc1ccc(F)cc1	-16
O=C(Nc1ccc(F)cc1)N1CC(=O)N2[C@H](CO)[C@H](c3ccc(Br)cc3)[C@H]2C1	1.2
O=C(c1cccc(F)c1)N1CC(=O)N2[C@H](C1)[C@H](c1ccc(-c3cccnc3)cc1)[C@@H]2CO	0.8
CCC(=O)N1CC(=O)N2[C@@H](CO)[C@@H](c3ccc(-c4cccnc4)cc3)[C@@H]2C1	-4.5

# (continued)
SMILES,TcdB GH inh
N#C[C@@H]1[C@@H](c2ccccc2-c2cccc(F)c2)[C@@H](CO)N1C(=O)C1CCC1,0.6
COC(=O)[C@]12C[C@H](CC(=O)N3CCOCC3)C(=O)N(CCc3ccc(OC)c(OC)c3)C1=C[C@H](C(C)(C)C)O[C@@H]2C,0.9
C[C@@H]1CN([C@H](C)CO)C(=O)c2cccc(NC(=O)c3cnccn3)c2O[C@H]1CN(C)S(=O)(=O)c1cn(C)cn1,0.5
CN1c2ccc(-c3cccc(C#N)c3)cc2[C@@H]2[C@@H](CCN2C(=O)c2ccc(F)cc2)[C@@H]1CO,0.3
COc1ccc2c3c([nH]c2c1)[C@H](CO)N(C(=O)C1CCCCC1)CC31CCN(C)CC1,-0.9
CC(=O)N1[C@H](CO)[C@@H](c2ccccc2)C12CN(Cc1nccs1)C2,-1.9
COc1cc2c(c3c1c(=O)c1cccc(F)c1n3C)C=CC(C)(C)O2,0.5
CCNC(=O)c1cc2c(c(-c3cccc(-c4cccnc4)c3)n1)[C@@H](CCO)N(S(C)(=O)=O)C2,-0.9
C/C=C/c1ccc([C@H]2[C@@H](CO)N(S(C)(=O)=O)[C@H]2CN(CC)C(C)=O)cc1,0.0
CCCCCCCCN1C(=O)[C@H](CC(=O)N2CCC(c3ccccc3)CC2)C[C@@]2(C(=O)OC)CCCCC=C12,-0.8
COC(=O)[C@@]12C[C@@H](CC(=O)N3CCCCC3)C(=O)N(Cc3cccc4ccccc34)C1=CCC(C)(C)C2,0.2
CCCNC(=O)N1[C@@H](CO)[C@H](c2ccccc2)C12CN(C(=O)C1CCCCC1)C2,-0.3
O=C(Cc1ccccn1)N1CC2(C1)[C@H](c1ccccc1)[C@@H](CO)N2C(=O)c1ccccc1,-0.7
COc1cccc(NC(=O)N2CC(=O)N3[C@H](C2)[C@H](c2ccc(C4=CCCC4)cc2)[C@@H]3CO)c1,-1.8
C[C@@H]1CN([C@H](C)CO)C(=O)c2cc(NC(=O)Nc3cccc4ccccc34)ccc2O[C@H]1CN(C)S(=O)(=O)c1ccc(F)cc1,-1.1
CN(C)C(=O)[C@@H]1[C@@H](CO)[C@@H]2Cn3c(ccc(-c4ccncc4)c3=O)[C@H]1N2C(=O)NC1CCCC1,-0.8
COc1ccc(S(=O)(=O)N(C)C[C@@H]2Oc3ccc(NS(=O)(=O)c4ccc(F)cc4)cc3C(=O)N([C@H](C)CO)C[C@H]2C)cc1,1.0
COc1ccc2c3c([nH]c2c1)[C@H](CO)N(C(=O)Nc1ccccc1F)CC31CN(C(=O)c2ccccc2F)C1,0.1
C[C@H](CO)N1C[C@H](C)[C@@H](CN(C)C(=O)NC2CCCC2)Oc2ncc(C3=CCCC3)cc2C1=O,0.8
COc1ccc2c3c(n(C)c2c1)[C@@H](CO)N(Cc1ccccc1)CC31CCN(S(=O)(=O)c2ccc(C)cc2)CC1,0.6
CC(C)NC(=O)N1[C@@H]2c3cccc(=O)n3C[C@H]1[C@H](CO)[C@H]2C(=O)N1CCC(Cc2ccccc2)CC1,-0.3
O=C(C1CC1)N1CC(=O)N2[C@H](CO)[C@@H](c3ccc(C#Cc4cccc(F)c4)cc3)[C@@H]2C1,1.9
CCS(=O)(=O)N1CCC2(CC1)CN(Cc1ccc3c(c1)OCO3)[C@H](CO)c1[nH]c3cc(OC)ccc3c12,0.5
CC(C)n1c(=O)c2ccccc2n1S(C)(=O)=O,1.1
C/C=C/c1ccc([C@@H]2[C@@H](CO)N(S(C)(=O)=O)C23CN(C(=O)CC)C3)cc1,-0.3
COc1ccc2c3c([nH]c2c1)[C@@H](CO)N(Cc1ccccc1)CC31CCN(S(=O)(=O)c2ccc(C)cc2)CC1,0.3
O=C(C1CCCC1)N1CC2(C1)[C@@H](c1ccccc1)[C@@H](CO)N2Cc1ccc(Cl)cc1,-0.2
CC(C)(C)C(c1nc2ccccc2[nH]1)n1c(-c2ccsc2)nc2ccccc21 (centres undefined),-0.3
CCCC#Cc1ccc(CC[C@H]2O[C@H]3CC[C@@H](CO)O[C@H]3C[C@H]2NC(=O)CN2CCOCC2)cc1,1.0
CCNC(=O)[C@@H]1[C@@H](CO)[C@@H]2Cn3c(ccc(-c4ccccc4F)c3=O)[C@H]1N2S(C)(=O)=O,-0.2
N#C[C@@H]1[C@H](c2ccccc2C2=CCCC2)[C@H](CO)N1C(=O)C1CCOCC1,-0.5
CC(=O)c1ccc(S(=O)(=O)N2CCN(C(=O)C(=O)c3cccc(C(F)(F)F)c3)CC2)cc1,0.0
O=C(C1CCCC1)N1CC(=O)N2[C@H](CO)[C@H](c3ccc(C#CC4CCCC4)cc3)[C@@H]2C1,0.6
COc1ccc(N2C(=O)c3n[nH]c(C(C)C)c3C2c2ccc(F)cc2)cc1 (centres undefined),0.9
O=C(Cc1ccccc1)N1CC2(C1)[C@H](c1ccccc1)[C@@H](CO)N2Cc1cccc(F)c1,0.7
O=C(NC1CCCCC1)C1c2ccccc2OCC(=O)N1CCCN1CCOCC1 (centres undefined),0.9
O=C(C1CCC1)N1CC(=O)N2[C@@H](CO)[C@H](c3ccc(C#Cc4cccc(F)c4)cc3)[C@@H]2C1,1.5
CN1C(=O)[C@@]2(C3=C(CCCC3=O)OC3=C2C(=O)CC(C)(C)C3)c2ccccc21,-0.2
COc1cc(NC(=O)[C@@H](Cc2ccccc2)NC(=O)[C@H]2O[C@@H](n3ccc(=O)[nH]c3=O)[C@H](O)[C@@H]2O)cc(OC)c1OC,0.6
CCCC#Cc1ccc([C@@H]2[C@H](CO)N3C(=O)CN(C(=O)Nc4cccc(F)c4)C[C@@H]23)cc1,1.5
CC(=O)N1Cc2cc(C(=O)NCc3cccc(F)c3)nc(-c3cccc(C4=CCCCC4)c3)c2[C@H]1CCO,-0.6
CCCCCCCCN1C(=O)[C@H](CC(=O)NCc2ccc(OC)c(OC)c2)C[C@@]2(C(=O)OC)CC(C)(C)CC=C12,0.5
C[C@@H]1CN([C@@H](C)CO)C(=O)Cc2cc(NC(=O)CCN3CCOCC3)ccc2O[C@H]1CN(C)C(=O)Nc1cccc2ccccc12,-0.1
CCCC[C@@H]1CC2=C(C(=O)OC(C)(C)O2)[C@@H](c2ccc(Cl)cc2)O1,1.0
CCCCNC(=O)C1C(c2ccc(OC)cc2)=Nc2ccccc2N1C(=O)c1ccncc1 (centres undefined),1.4
COC(=O)[C@]12C[C@H](CC(=O)NCCCN3CCCC3=O)C(=O)N(Cc3ccccc3)C1=C[C@H](C1CCCC1)O[C@@H]2C,1.8
COc1cccc(S(=O)(=O)Nc2ccc3c(c2)OC[C@H](C)NC[C@H](C)[C@H](OC)CN(C)C3=O)c1,-0.1
COCC(=O)N1[C@H](C#N)[C@H](c2ccccc2-c2ccc(C)cc2)[C@H]1CO,-2.0
O=C(NC1CCCCC1)N1CC(=O)N2[C@H](C1)[C@@H](c1ccc(/C=C/c3ccccc3)cc1)[C@@H]2CO,-3.0
COc1ccc(NC(=O)N2[C@@H]3CNC[C@H]2C3c2ccc(/C=C/c3ccccc3)cc2)cc1 (some centres undefined),0.0
COc1ccc2c3c(n(C)c2c1)[C@@H](CO)N(S(C)(=O)=O)CC31CN(C(=O)C2CCCC2)C1,0.0
COC(=O)C1=C(C)N(Cc2ccccc2C(F)(F)F)C(=NCc2ccc(OC)cc2)NC1c1ccccc1C(F)(F)F (centres undefined),-0.7
O=C(C[C@H]1C=C[C@H](NS(=O)(=O)c2ccc(F)cc2)[C@@H](CO)O1)NCc1ccccc1F,-0.7
C[C@H](O)[C@@H]1C(=O)N2CCc3c([nH]c4c(-c5ccccc5)cccc34)[C@@H]2C[C@@H]1N(C)C(=O)Nc1cccc2ccccc12,0.5
O=C(N[C@@H](Cc1cccnc1)C(=O)N1CCC[C@H]1C(=O)NC1CCCC1)C1CCCC1,0.9
CCCC(=O)N1CCC2(CC1)CN(C(=O)Nc1cccc(F)c1)[C@H](CO)c1c2c2ccc(OC)cc2n1C,-0.1
CCCCCCc1nc(-c2ccc(OC)nc2)c(C)c2c1[Si](C(C)C)(C(C)C)OC2,-1.3
O=C(NCc1ccccc1)C(c1cccc2ccccc12)n1c(=O)c(-c2ccccc2)nc2ccccc21 (centres undefined),1.0
O=S1(=O)N[C@@H](Cc2ccccc2)COc2cc(N3CCN(Cc4ccccc4F)CC3)ccc21,0.1
Cc1cccc(C)c1NC(=O)C1(C)CSCC(=O)N1CCC(C)C (centres undefined),0.7
C[C@H](CO)N1C[C@H](C)[C@@H](CN(C)C(=O)Nc2cccc3ccccc23)Oc2c(NC(=O)CCCCCC(=O)Nc3ccccc3N)cccc2C1=O,0.1
CCOC(=O)[C@]12Cc3ccccc3[C@H]1N(CCC(=O)OC)C(=O)c1cc(OC)ccc12,-7.9

# Only part of the results is shown. The share of hits here may be higher or lower than overall.
